# GPR35 arrestin U2OS = inhibition of zaprinast-stimulated GPR35 beta-arrestin translocation – imaging, U2OS, beta-arrestin-GFP, zaprinast agonist, primary screen (AID 2058); U2OS GPR35 beta-arrestin-GFP translocation imaging, zaprinast antagonism; higher % means a stronger effect; 0.052% of 290,000 active; inhibition, % at 10 µM; hits with a dose series show IC50 in µM;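 active means inhibition of at least 50% with at least 30 cells and total cytoplasm GFP at most 10,000,000; inconclusive means under 30 cells or total GFP of 10,000,000 plus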
# NOD1 inhibition = NOD1 signaling inhibitors, primary screen, cell-based, luminescence, uHTS (AID 1578). NOD1-driven NF-kB luciferase reporter cells, luminescence; higher % means a stronger effect. 1% of 290,000 active. one-dose inhibition, % at 4 µM; EC50 in µM for titrated hits; in the data active means inhibition mostly above about 36%, no sharp cut-off; inactive means mostly below about 34%;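 further: HEK-293T reporter cells stimulated with the NOD1 agonist gamma-tri-DAP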
# HIV fusion peptide = cell-free HIV fusion peptide-binding blockers – biochemical, uHTS, fluorescence dequenching, primary screen (AID 1986); cell-free peptide binding, fluorescence dequenching, 30 min; higher % means a stronger effect; one-dose inhibition, % at 20 µM; IC50 in µM for titrated hits; 0.3% of 290,000 active; in the data active means inhibition mostly above about 52%, no sharp cut-off; inactive means mostly below about 76%; further: some results filed as inactive read as strong as hits
# West Nile virus CPE = West Nile virus antiviral activity, cell-based, CPE readout (AID 1621); West Nile virus-infected cells, CPE inhibition; higher % means a stronger effect; 0.02% of 290,000 active; CPE inhibition, % at 10 µM, or IC50 in µM where a hit was titrated; in the data active means a potency from the dose series; inconclusive means CPE inhibition mostly from about 3.7% at the one dose, without a potency; inactive means the rest, 99 in 100 with CPE inhibition below about 2.2%; further: strong numbers were not always called active
# GPR55 antagonists = GPR55 antagonists blocking LPI-driven arrestin recruitment, primary screen, imaging, U2OS, beta-arrestin-GFP, LPI agonist (AID 2013); U2OS GPR55 beta-arrestin-GFP translocation imaging, LPI antagonism; higher % means a stronger effect; inhibition, % at 10 µM; hits with a dose series show IC50 in µM; 0.13% of 290,000 active;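 active means spots per cell inhibited over 60%, with over 100 cells counted and total cytoplasm intensity under 500,000; inconclusive means wells with under 100 cells, flagged as likely toxic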;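 further: U2OS cells stably carrying GPR55 and arrestin-GFP stimulated by 5 µM LPI near EC80; imaged beta-arrestin-GFP aggregate spots per cell after agonist stimulation; plate controls were LPI-stimulated DMSO wells for no effect and DMSO wells without LPI for full effect; some results filed as inactive read as strong as hits; confirmed hits need IC50 under 10 µM and bright autofluorescent wells are also inconclusive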
# Dengue-2 NS5 capping = Dengue-2 NS5 methyltransferase inhibitors, primary screen, biochemical, confirmation dose response (AID 588689); inhibition, % at 25 µM, or IC50 in µM where a hit was titrated; Dengue-2 NS5 methyltransferase capping enzyme assay, biochemical; higher % means a stronger effect; 0.3% of 340,000 active; in the data active means a potency from the dose series; inconclusive means inhibition above about 29% without an active follow-up result
# GPR55 beta-arrestin = GPR55 agonists via beta-arrestin recruitment, primary screen, imaging, U2OS cells, beta-arrestin-GFP redistribution (AID 1961); 0.048% of 290,000 active; one-dose activation, % at 10 µM; EC50 in µM for titrated hits; U2OS GPR55 beta-arrestin-GFP redistribution imaging; higher % means a stronger effect;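 active means activation above 40% with more than 50 cells counted in the well; inconclusive means wells holding fewer than 50 cells, flagged as toxic or sparse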;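 further: U2OS osteosarcoma cells stably expressing GPR55 and beta-arrestin-GFP; plate controls were DMSO negative control for no effect and LPI positive control for full effect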
# KOR beta-arrestin-1 = KOR agonists, beta-arrestin recruitment, primary screen, cell-based, luminescence, uHTS (AID 1777); KOR beta-arrestin recruitment, luminescence; higher % means a stronger effect; activation, % at 10 µM; hits with a dose series show EC50 in µM; 0.02% of 280,000 active; in the data active means activation above about 50%, passing the limit was not always enough; further: a part of the inactive calls stands beside numbers as strong as those of hits
# KOR beta-arrestin-2 = KOR antagonists, beta-arrestin recruitment, cell-based, luminescence, uHTS (AID 1778) | KOR beta-arrestin recruitment, luminescence, antagonist mode; higher % means a stronger effect | one-dose inhibition, % at 10 µM; IC50 in µM for titrated hits | 0.091% of 290,000 active; in the data active means inhibition above about 50%; further: strong numbers were not always called active
# Dengue-2 NS5 capping pilot replicate = recorded beside Dengue-2 NS5 capping, whose call it bears; inhibition, %; measured here: pilot screen replicate inhibition
# An asterisk follows results filed as active; u = inconclusive; x = no result given; [ ] = dose if it differs, or a comment.
SMILES,GPR35 arrestin U2OS,NOD1 inhibition,HIV fusion peptide,West Nile virus CPE,GPR55 antagonists,Dengue-2 NS5 capping,GPR55 beta-arrestin,KOR beta-arrestin-1,KOR beta-arrestin-2,others
CCn1c(=O)cc(SCC(=O)N2CCN(c3ccccn3)CC2)c2ccccc21,9%,x,-0.2%,x,11%,2%,-0.1%,1.0%,9%,
COc1ccc(/C=C(\NC(=O)c2ccccc2)C(=O)NCCN2CCOCC2)cc1OC,-7%,-15%,-0.5%,-0.2%,-4%,0%,0.0%,-0.5%,-20%,
COc1ccccc1CNC(=O)c1cn(C)c2ccc(S(=O)(=O)N3CCCC3)cc2c1=O,11%,-27%,-1.8%,-0.6%,13%,-10%,-0.2%,-6.9%,24%,
N#Cc1ccc(Oc2cccc(C(=O)O)c2)cc1C#N,1%,-16%,-0.9%,0.0%,18%,-2%,-0.2%,-8.1%,-27%,
COc1ccc(Br)c(-c2nnc(CS(=O)(=O)c3ccccc3)o2)c1,-12%,-54%,0.9%,-1.1%,4%,-12%,0.5%,1.6%,10%,
COc1ccc(CCC(=O)NNC(=O)Nc2ccc(OC)c(OC)c2)cc1,7%,-14%,1.1%,1.7%,3%,-6%,-0.1%,-0.6%,-1%,
O=C(Nc1ccccc1)c1ccc(N2CCN(c3ccccn3)CC2)c(S(=O)(=O)N2CCOCC2)c1,-2%,-1%,2.4%,0.4%,19%,-3%,0.3%,1.6%,10%,Dengue-2 NS5 capping pilot replicate=-11
CN(C)C(C)(C)C#CC(O)(c1ccccc1)c1ccccc1,8%,-9%,-1.2%,-0.7%,5%,-32%,0.2%,x,14%[20 µM],
CCOC(=O)c1c(C)[nH]c(C)c1C(=O)COC(=O)c1cc(OC)c(OC)cc1OC,-1%,-33%,-0.4%,-1.0%,0%,-2%,1.8%,-0.1%,-29%,
Cc1cc(C)nc(SCc2nnc(SCc3ccccc3Cl)o2)n1,-6%,-12%,-0.8%,0.2%,-2%,-9%,0.3%,-0.4%,-11%,
O=C(COc1ccccc1)Nc1ccc2c(c1)nc1n2CCSC1,0%,-52%,-1.1%,1.0%,-4%,-2%,-0.2%,12%,9%,
Cc1cc(=O)oc2cc(OCC(=O)NCC3CCCO3)ccc12 (stereo unspecified),9%,-50%,-1.1%,-0.1%,-6%,2%,-0.2%,-3.5%,17%,
CCn1cc(/C=C(\NC(=O)c2ccccc2F)C(=O)NCCCN2CCOCC2)c2ccccc21,17%,-13%,0.7%,-0.2%,8%,-4%,0.5%,-3.0%,-27%,
O=C(Nc1cc(=O)c2ccccc2o1)N1CCOCC1,-9%,-15%,0.3%,2.9%,3%,0%,0.3%,-5.0%,20%,
CCn1c(Cc2ccccc2)nnc1SCC(=O)Nc1ccc(OC)cc1,13%,8%,-2.6%,0.2%,10%,5%,0.9%,0.2%,9%,
O=c1cc(-c2ccccc2)nc(SCc2ccc(F)cc2)[nH]1,2%,-4%,-2.2%,0.4%,0%,-6%,-0.4%,2.8%,4%,
N#Cc1c(-c2ccccc2)ccnc1N1CCOCC1,-12%,-24%,-0.3%,0.0%,-4%,-2%,0.5%,-1.1%,-8%[20 µM],
Cc1nn(C)c(C(=O)N/N=C/c2ccc(Br)cc2)c1Cl,8%,-22%,0.2%,0.0%,3%,0%,0.6%,-2.3%,6%,
C=CCn1c(SCC(=O)N(C)C2CCS(=O)(=O)C2)nc2ccccc2c1=O (stereo unspecified),-8%,-18%,-0.6%,-0.7%,5%,-6%,-0.1%,0.8%,-32%[20 µM],
CC(=O)Nc1ccc(N/C=C/C(=O)c2ccc(C)o2)cc1,-14%,-35%,2.8%,0.2%,-2%,-4%,-0.1%,2.6%,-13%,
CCOC(=O)C1(CCCc2ccccc2)CCN(C(=O)CCCn2cncn2)CC1,-1%,-8%,-1.2%,-1.9%,3%,-10%,0.3%,-7.2%,5%[20 µM],
Clc1ccc2c(N3CCOCC3)ccnc2c1,1%,-6%,-0.9%,-0.9%,2%,-5%,0.3%,-8.5%,-28%[20 µM],
O=C(NC1CCCC1)C1c2ccccc2C(=O)N1C1CCCCC1 (stereo unspecified),-5%,-11%,-0.8%,1.3%,14%,-10%,0.0%,5.6%,7%,
COc1ccc([N+](=O)[O-])cc1NC(=O)C(C)N(C)Cc1cccc(OC)c1OC (stereo unspecified),5%,-13%,0.4%,-0.5%,13%,1%,0.2%,-3.7%,-2%,
CN1CCNC(=O)C1CC(=O)NCCc1ccccc1F (stereo unspecified),-18%,-29%,1.4%,1.5%,-6%,x,0.2%,x,-27%[20 µM],
OCC1(CCOc2ccccc2)CCN(Cc2ccc(OC(F)F)cc2)CC1,9%,9%,2.6%,-0.4%,-5%,3%,0.3%,1.4%,-38%,
CC(C)N(C(=O)CSc1nc2c([nH]1)c(=O)n(C)c(=O)n2C)c1ccccc1,-13%,6%,2.1%,0.5%,12%,-1%,-0.1%,-3.6%,-10%,
CCOC(=O)C1(Cc2ccccc2C)CCCN(C(=O)c2cc(C3CC3)[nH]n2)C1 (stereo unspecified),6%,-20%,-0.3%,-0.4%,4%,-3%,0.1%,-3.2%,11%,
COc1ccc(/C=N/NC(=O)c2ccc(CSc3nc(C)cc(C)n3)cc2)cc1O,-1%,-16%,-5.2%,-0.2%,-31%,-5%,-0.6%,-8.0%,11%,
O=C(CSc1ccc2ccccc2n1)N/N=C/c1ccccc1O,-24%,-5%,-1.2%,-0.3%,-4%,-9%,6.9%,-0.7%,-16%,
Cc1onc(-c2ccccc2)c1C(=O)N1CCCc2ccccc21,28%,-23%,-2.0%,0.7%,6%,1%,-0.3%,-3.1%,16%,
CCn1c(SCC(=O)O)nnc1-c1ccccc1OC,1%,-14%,-0.5%,0.3%,7%,-2%,-0.1%,x,-8%[20 µM],
CCOC(=O)c1c(-c2cccs2)csc1NC(=O)CSc1ncn[nH]1,-12%,75%,0.2%,u,10%,-5%,-0.1%,0.2%,17%,
CC(=O)C1=C(C)NC(=O)NC1c1ccccc1OCC(=O)NCCc1ccccc1 (stereo unspecified),20%,-10%,-1.4%,0.4%,4%,-10%,-0.1%,-4.4%,8%,
Cc1c(Cl)cccc1NC(=O)CSc1nc2c(c(=O)[nH]1)CCCC2,-6%,-20%,0.4%,0.1%,1%,x,0.1%,0.1%,7%,
CC(Sc1nc(N(C)C)nc(N2CCOCC2)n1)C(=O)Nc1ccccc1 (stereo unspecified),-3%,x,0.8%,-0.1%,13%,3%,-0.1%,2.4%,-23%,
COCC(C)N1CCC(Oc2cccc(C(=O)NCCc3ccccc3)c2)CC1 (stereo unspecified),3%,4%,4.7%,-0.8%,-26%,1%,-0.1%,9.2%,-15%,
Clc1cccc(CN2CCSCC2)c1,6%,32%,-2.0%,-0.3%,4%,7%,0.5%,-2.1%,-34%[20 µM],
COC(=O)C1=C(C)N(c2ccc(F)cc2)C(=O)C1,-8%,-18%,-0.3%,0.0%,5%,6%,-0.2%,-3.7%,22%,
Cc1noc(C(=O)Nc2cccnc2)c1Cl,6%,-20%,0.1%,0.2%,1%,1%,0.3%,-1.5%,1%,
Cc1ccc(S(=O)(=O)CC(N)=O)cc1,-14%,13%,2.1%,0.1%,3%,-1%,-0.2%,1.2%,-6%,
C=CCSc1nc(-c2ccc(OC)cc2)c(C#N)c(=O)n1CC=C,-4%,23%,-0.5%,-0.3%,8%,-4%,-0.1%,-2.0%,-23%[20 µM],
Cc1nnc(Nc2ccc(C(=O)N3CCOCC3)cc2)c2ccccc12,-4%,-18%,1.3%,0.0%,4%,-4%,0.0%,-2.9%,-3%,
COCCCN1C(=O)C(O)=C(C(=O)c2ccco2)C1c1cccc(Br)c1 (stereo unspecified),5%,-10%,5.8%,-0.5%,16%,-3%,0.3%,3.0%,-7%,
CCn1cc(C(=O)O)c(=O)c2cc(F)c(N3CCN(C(=S)NC(=O)c4c(OC)cccc4OC)CC3)cc21,0%,-22%,-0.8%,1.4%,-10%,-1%,0.8%,-2.9%,-8%,
COc1cc(NC(=O)C2CCCCC2)c(OC)cc1NC(=O)CCC(=O)NCc1ccco1,20%,-10%,-1.0%,0.0%,21%,-10%,0.7%,3.9%,-45%,
C=CCn1c(SCc2nc(N)nc(N(C)C)n2)nnc1-c1cccnc1,21%,-1%,0.3%,x,-10%,-10%,-0.1%,3.5%,-5%,
CC(OC(=O)c1ccc([N+](=O)[O-])s1)C(=O)Nc1ncc(Cl)cc1Cl (stereo unspecified),-1%,-23%,2.9%,-0.2%,-2%,x,-0.2%,0.7%,31%,
COC(=O)/C=C1/S/C(=N/NC(=O)c2ccc(Cl)cc2Cl)NC1=O,-1%,-1%,5.1%,-0.1%,5%,x,0.3%,2.5%,21%,
O=C(O)C1C2C=CC(C2)C1C(=O)NCCCc1ccccc1 (stereo unspecified),-6%,-21%,1.0%,0.1%,2%,0%,0.1%,14%,-18%,
OCCC1CN(Cc2cccc(O)c2)CCN1CCc1ccccc1 (stereo unspecified),-2%,-28%,1.0%,-0.8%,6%,-8%,0.1%,-1.6%,0%,
CN1CCCC(C(=O)C(C#N)c2ccccc2)C1 (stereo unspecified),2%,1%,2.0%,0.0%,-11%,1%,0.2%,0.9%,-8%,
O=C(Cn1ncc2c3ccccc3n(Cc3cccc(Cl)c3)c2c1=O)NCC1CCCO1 (stereo unspecified),9%,11%,3.6%,0.2%,1%,-57%,0.2%,-5.5%,-6%,
O=C(O)c1cc(NC(=O)c2cccc(F)c2)cc(NC(=O)c2cccc(F)c2)c1,4%,53%,4.3%,1.0%,-17%,5%,-0.1%,-5.2%,-22%,
COc1ccccc1NC(=O)CSc1nnc(Cc2cccn2C)n1-c1ccc(F)cc1,6%,x,-2.1%,0.0%,8%,-1%,-0.3%,-1.9%,-12%,
Cc1ccc(NC(=O)COC(=O)C2CSC3(C)CCC(=O)N23)cc1S(=O)(=O)N1CCOCC1 (stereo unspecified),-9%,-25%,0.4%,0.9%,-10%,-5%,-0.6%,-0.1%,-7%,
O=C(NCc1cccc2[nH]ccc12)C1CCC(=O)N(CCc2ccccc2)C1 (stereo unspecified),-2%,-18%,-1.8%,0.1%,17%,-14%,-0.2%,5.4%,22%,
COc1ccc(N2C(=O)CC3(CCCC3)CC2=O)cc1,3%,-6%,0.2%,-1.0%,-2%,0%,0.0%,5.1%,-29%,

# A portion of the library; the hit share may differ from the screen's.
